5HT1E antag: 5-HT1E receptor antagonists, primary screen, cell-based, HTS | inhibition, % at 6 µM | 5-hydroxytryptamine receptor 1E (Homo sapiens), P28566 | CHO 5-HT1E Ga15 NFAT-bla reporter, FRET, antagonist | AID 571, 2007 | hit rate 0.99% among 65,000;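 active = inhibition above a set limit, the mean inhibition across every tested compound plus 3 SD, cut at about 29% in these data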;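 also: signal is the 460 over 535 nm emission ratio of beta-lactamase substrate; 0% = agonist plus DMSO wells and 100% = wells without agonist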
5HT1a antag: human 5-HT1a receptor antagonists, primary screen, cell-based, CHO, Ga15 NFAT-bla reporter | 5-hydroxytryptamine receptor 1A (Homo sapiens), P08908 | CHO 5-HT1a Ga15 NFAT-bla reporter, antagonist mode | inhibition, % at 10 µM | hit rate 0.68% among 62,000 | AID 612, 2007;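 active = inhibition above the mean of all tested compounds plus 3 SD, cut at about 43% in these data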;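 also: receptor stimulated by 5-CT agonist at 100 nM near EC80; beta-lactamase reporter measured by ratiometric fluorescence of a cleavable substrate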
Target sequence (P08908 whole entry, looked up): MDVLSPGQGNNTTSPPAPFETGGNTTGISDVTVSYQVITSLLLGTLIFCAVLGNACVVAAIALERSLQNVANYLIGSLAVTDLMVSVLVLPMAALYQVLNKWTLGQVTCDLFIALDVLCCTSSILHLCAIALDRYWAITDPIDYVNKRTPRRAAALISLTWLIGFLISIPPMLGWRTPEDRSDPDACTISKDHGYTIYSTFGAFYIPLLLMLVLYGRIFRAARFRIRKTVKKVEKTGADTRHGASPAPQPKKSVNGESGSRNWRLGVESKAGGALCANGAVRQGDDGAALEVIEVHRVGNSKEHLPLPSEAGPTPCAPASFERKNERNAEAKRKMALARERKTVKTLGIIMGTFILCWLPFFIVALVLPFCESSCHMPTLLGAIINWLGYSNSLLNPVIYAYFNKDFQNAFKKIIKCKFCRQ
Jurkat viability: cytotoxicity toward Jurkat T cells, primary screen, cytotoxicity control, cell-based, Jurkat E6.1, 60K MLSMR library; hit rate 1.2% among 56,000; inhibition, % at 4 µM; AID 463, 2006; Jurkat E6.1 viability, ATP luminescence, 48 h;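 active = inhibition above the mean inhibition of all tested compounds plus 3 SD, cut at about 28% in these data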
HTR1A agonist: human 5-HT1a receptor agonists, primary screen, cell-based, CHO, Ga15 NFAT-bla reporter; 5-hydroxytryptamine receptor 1A (Homo sapiens), P08908; CHO 5-HT1a Ga15 NFAT-bla reporter, FRET ratio; 0% basal, 100% maximal reference agonist; activation, % at 10 µM; hit rate 0.56% among 65,000;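 active = activation above the screen-wide mean activation plus 3 SD, cut at about 19% in these data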;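 also: 0% = DMSO wells and 100% = 5-CT at EC100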
HEK293 NFkB inh: inhibitors of PMA/ionomycin-induced NF-kB reporter, primary screen, antigen receptor NF-kB inhibitor project, cell-based, HEK-293 luciferase reporter, luminescence | AID 465, 2006 | hit rate 0.21% among 62,000 | HEK-293 NF-kB luciferase reporter | inhibition, % at 3 µM;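 active = inhibition above the mean of all tested compounds plus 3 SD, cut at about 40% in these data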;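 also: 0% = stimulated DMSO wells and 100% = 10 µM reference inhibitor 5653914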
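Material: HEK-293 cells with stable firefly luciferase reporter driven by four HIV NF-kB elements / Also added: PMA plus ionomycin mix as NF-kB-activating stimulus / Compound dosing: 3 µM once, 0.30% DMSO / Times: 1 h pretreatment, 16 h stimulation, 37 °C / Signal: luminescence / Evaluation: per-plate % inhibition versus controls / Benchmarks: DMSO and 10 µM reference inhibitor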
D1 allo mod: D1 CRE-luciferase signal change, two-sided – cell-based, HEK293 D1, dopamine EC30, D1 allosteric modulator project, primary screen; dopamine EC30 potentiation; actives deviate in either direction; hit rate 5.9% among 58,000; B-score at 10 µM; D(1A) dopamine receptor (Homo sapiens), P21728;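 active = luminescence count or its row- and column-corrected plate score outside the 99.7% band of the plate's sample wells, on either side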
S1P3 agonist: human S1P3 receptor agonists, primary screen, cell-based, primary and confirmation, NFAT-BLA reporter; Sphingosine 1-phosphate receptor 3 (Homo sapiens), Q99500; S1P3 NFAT-BLA reporter cells, agonism, FRET ratio; relative to 1 µM S1P, basal subtracted; activation, % at 4.5 µM; hit rate 0.1% among 60,000;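 active = activation above the screen-wide mean plus 3 SD, cut at about 4.5% in these data, passing the limit was not always enough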; also: some compounds called inactive have numbers as strong as hits
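Material: Human S1P3 NFAT-BLA reporter CHO cells | Incubation: Overnight plating, 4 h compound 37 °C, 2 h substrate RT | Signal: FRET β-lactamase substrate fluorescence, excitation 405 nm, 460/535 nm emission ratio, background-subtracted | Compound: 4.5 µM final, single dose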
HTR1E agonist: 5-HT1E receptor agonists, primary screen, cell-based, HTS. hit rate 0.69% among 65,000. activation, % at 6 µM. 5-hydroxytryptamine receptor 1E (Homo sapiens), P28566. CHO 5-HT1E Ga15 NFAT-bla reporter, FRET; 0% DMSO wells, 100% control agonist wells;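 active = activation above a set limit, the screen-wide mean activation plus 3 SD, cut at about 8.5% in these data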;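 also: 100% = positive control agonist at 1 µM giving full maximal response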
S1P1 ag-PAM: S1P1 agonists and agonism potentiators, primary screen, cell-based, primary and confirmation screens, CRE-bla reporter; Sphingosine 1-phosphate receptor 1 (Homo sapiens), P21453; S1P1 CRE-bla cells, forskolin, beta-lactamase FRET, potentiator mode; S1P1 agonist co-added at EC20, 2 nM; 100% = saturating reference agonist, 0% = basal; activation, % at 9.5 µM; hit rate 0.57% among 56,000;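 active = activation above a cutoff set at the mean activation of all tested compounds plus 3 SD, cut at about 54% in these data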;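 also: forskolin at 4 µM as EC80 and the EC20 agonist is SEW2871; 100% = SEW2871 at its EC100 plus forskolin at EC80; some compounds past the cut are filed as inactive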
Target sequence (P21453 whole entry, looked up): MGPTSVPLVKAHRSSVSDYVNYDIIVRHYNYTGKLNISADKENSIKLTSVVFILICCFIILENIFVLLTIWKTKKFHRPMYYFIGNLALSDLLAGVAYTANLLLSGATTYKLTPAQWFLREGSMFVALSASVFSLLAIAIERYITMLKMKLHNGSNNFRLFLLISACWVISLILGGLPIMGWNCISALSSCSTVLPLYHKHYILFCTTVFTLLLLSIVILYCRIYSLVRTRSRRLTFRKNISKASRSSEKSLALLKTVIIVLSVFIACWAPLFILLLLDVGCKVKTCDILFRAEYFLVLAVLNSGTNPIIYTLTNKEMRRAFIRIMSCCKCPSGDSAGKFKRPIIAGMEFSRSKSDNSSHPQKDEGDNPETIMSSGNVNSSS
Active calls of the source: *; nt = no result given. Random draw from the library; overall some 8.3% were active at least once.

structure | 5HT1E antag | 5HT1a antag | Jurkat viability | HTR1A agonist | HEK293 NFkB inh | D1 allo mod | S1P3 agonist | HTR1E agonist | S1P1 ag-PAM
COc1ccc(C(CC(=O)Nc2nccs2)n2cccc2)cc1 (stereo not drawn) | -5 | 4 | -8 | -1.8 | -35 | -1.9 | 0.6 | -0.7 | 2
Cc1cc2c(cc1C)-c1nnnn1C(C)(C)C2 | -9 | 14 | -7 | -4.8 | 1 | -0.0054 | 0.2 | -0.2 | -22
Cn1ccnc1SCC(=O)NC12CC3CC(CC(C3)C1)C2 | -4 | 0 | nt | 1.3 | 19 | -1 | nt | 1.5 | nt
c1ccc(Cc2nnc3sc(C4COc5ccccc5O4)nn23)cc1 (stereo not drawn) | -7 | -5 | 0 | 0.1 | 13 | 0.78 | -0.1 | 0.8 | 14
Cn1nnc(NC(=O)CSc2nnnn2-c2ccc(F)cc2)n1 | 0 | -3 | 2 | 0.7 | 15 | -0.74 | -0.6 | -0.6 | -31
Cc1ccc(C(C)C)c(Oc2nnnn2-c2ccccc2)c1 | 10 | 17 | 12 | -0.7 | 14 | 0.11 | -1.2 | 0.9 | 8
Oc1ccc(-c2n[nH]c(=S)n2Cc2ccccc2)cc1 | 0 | -7 | 2 | 0.9 | -1 | 0.86 | -1.8 | 0.7 | -16
CCN(CC)c1ccc(NC(=O)Cn2nnc(-c3cccc(OC)c3OC)n2)c(C)c1 | -3 | -14 | -6 | 1.2 | -10 | 0.025 | -0.5 | 0.1 | -8
Cc1cccc(NC(=O)CSc2nnc(-c3cc(C)n(-c4ccccc4)c3C)o2)c1C | 5 | 6 | 2 | -1.9 | 25 | -0.053 | -1.1 | -0.3 | -10
CCOC(=O)C1CCN(C(c2cc3cc(C)cc(C)c3[nH]c2=O)c2nnnn2C2CCCCC2)CC1 (stereo not drawn) | -5 | -6 | 0 | -1.0 | 10 | -2 | -0.6 | 1.0 | 11
CCC(C)c1ccc(O)c(NC(=O)c2cccnc2)c1 (stereo not drawn) | 4 | 4 | -8 | -0.3 | 7 | 0.41 | -1.0 | 0.6 | 14
Cn1c(C(=O)NCCCN2CCCC2=O)cc2c(=O)n(C)c3ccccc3c21 | -9 | -15 | 1 | 0.6 | 8 | 0.018 | -0.1 | 0.8 | -34
N#Cc1c2n(c3c(=O)n(CC(=O)c4ccc(Br)cc4)cnc13)CCCC2 | -7 | -1 | -4 | -0.4 | 12 | 3.3 | -0.5 | 0.3 | nt
Cc1cc(NC(=O)CCc2ccc(S(=O)(=O)N3CCOCC3)cc2)n(-c2ccccc2)n1 | -2 | -8 | nt | 3.8 | 18 | nt | nt | 3.5 | nt
c1csc(-c2ncc3ccccn23)c1 | -6 | -4 | -8 | -1.2 | 4 | -3.8* | -0.6 | -0.4 | -28
Cn1c(=O)c(=O)n(C)c2cc(S(=O)(=O)N3CCC(Cc4ccccc4)CC3)ccc21 | 4 | -6 | 11 | -3.2 | -4 | nt | -0.7 | 0.0 | -16
CC(C)N(Cc1nc(-c2ccccc2)no1)C(=O)CCCN1C(=O)c2ccccc2C1=O | 4 | 3 | 0 | 1.6 | 7 | 0.34 | -0.7 | 0.7 | nt
O=C(NC1CCCc2ccccc21)C1CCCO1 (stereo not drawn) | 4 | 11 | -3 | -1.4 | 5 | -0.73 | -1.4 | -0.4 | -19
O=C1C2C3C=CC(C3=C3CCCCC3)C2C(=O)N1c1ccccc1 (stereo not drawn) | -6 | -1 | 0 | -0.8 | 19 | 0.25 | -1.3 | 0.4 | 8
CCCCCCN1CC(O)=C(c2nc3ccccc3[nH]2)C1=N | 9 | 12 | 10 | 1.4 | -5 | -0.011 | 0.4 | 2.7 | -11
CC(=O)Nc1ccc(S(=O)(=O)NC(CC(=O)O)c2ccc(OC(C)C)cc2)cc1 (stereo not drawn) | 18 | 3 | 10 | -1.4 | 26 | -0.91 | -1.0 | -1.7 | 2
Cc1ccc(NC(=O)CS(=O)CC(=O)NC(C)CCc2ccco2)cc1Cl (stereo not drawn) | -6 | 14 | -2 | 1.2 | -3 | 0.16 | 0.1 | -0.6 | -1
Cc1cc(C)n(-c2ccc(C(=O)OCC(=O)Nc3ccc(S(=O)(=O)N4CCOCC4)cc3)cc2)n1 | 9 | 17 | -1 | -3.0 | 12 | -1 | -1.6 | -0.3 | 18
O=C(Nc1nc2ccccc2n1Cc1ccccc1)c1ccco1 | -7 | 60* | 0 | -1.6 | 21 | 2.1 | -0.8 | -0.4 | -2
Cc1ccc(S(=O)(=O)N2CCC(C(=O)N3CCC[C@H]3C(=O)NCc3ccccc3)CC2)cc1 | -2 | 8 | 12 | -0.8 | 23 | 0.13 | -0.3 | 0.0 | -4
CC(C)OC(=O)C1C2C=CC3(CN(C(C)c4ccc(Br)cc4)C(=O)C13)O2 (stereo not drawn) | 4 | -1 | 2 | -0.1 | 1 | 0.38 | -0.1 | 1.0 | -8
O=C(COc1ccc(S(=O)(=O)N2CCCC2)cc1)NCCC1=CCCCC1 | -2 | -16 | 2 | -2.5 | 7 | -0.006 | -0.2 | -0.5 | 3
COCCN(C(=O)CN1CCc2ccccc2C1)c1c(N)n(Cc2ccccc2)c(=O)[nH]c1=O | -5 | 9 | 0 | -2.7 | 18 | 0.31 | -0.6 | -0.3 | -19
COc1cc(NC(=O)C2CCN(S(=O)(=O)c3ccc(Cl)cc3)CC2)ccc1-n1cnnn1 | 11 | -3 | 3 | -1.0 | 10 | 0.19 | -0.7 | 0.6 | 11
Cc1ccc(C2C=C(c3ccc4c(c3)OCO4)Nc3ncnn32)cc1 (stereo not drawn) | 7 | 10 | -3 | -2.9 | 16 | 0.64 | 0.7 | -0.3 | -36

Brought forward from above: 5 entries; new compounds follow.
structure | 5HT1E antag | 5HT1a antag | Jurkat viability | HTR1A agonist | HEK293 NFkB inh | D1 allo mod | S1P3 agonist | HTR1E agonist | S1P1 ag-PAM
CC(C)OC(=O)C1C2C=CC3(CN(C(C)c4ccc(Br)cc4)C(=O)C13)O2 (stereo not drawn) | 4 | -1 | 2 | -0.1 | 1 | 0.38 | -0.1 | 1.0 | -8
O=C(COc1ccc(S(=O)(=O)N2CCCC2)cc1)NCCC1=CCCCC1 | -2 | -16 | 2 | -2.5 | 7 | -0.006 | -0.2 | -0.5 | 3
COCCN(C(=O)CN1CCc2ccccc2C1)c1c(N)n(Cc2ccccc2)c(=O)[nH]c1=O | -5 | 9 | 0 | -2.7 | 18 | 0.31 | -0.6 | -0.3 | -19
COc1cc(NC(=O)C2CCN(S(=O)(=O)c3ccc(Cl)cc3)CC2)ccc1-n1cnnn1 | 11 | -3 | 3 | -1.0 | 10 | 0.19 | -0.7 | 0.6 | 11
Cc1ccc(C2C=C(c3ccc4c(c3)OCO4)Nc3ncnn32)cc1 (stereo not drawn) | 7 | 10 | -3 | -2.9 | 16 | 0.64 | 0.7 | -0.3 | -36
CCC(=O)Nc1ccc(NC(=O)c2c(C)nc3ccccn23)cc1 | -3 | 13 | -1 | -0.9 | 11 | 0.82 | 0.7 | -0.6 | -22
N#CC1=C(c2ccccc2)N=P(N2CCOCC2)(N2CCOCC2)N=C1N1CCOCC1 | 7 | -5 | nt | -4.5 | 11 | -0.0086 | nt | -0.8 | nt
CCOc1ccc(N(CC)C(=O)COc2cc(=O)n(C)c3ccccc23)cc1 | 12 | -7 | 8 | 1.7 | 3 | -0.01 | -0.4 | 0.3 | -6
Cc1nc2scc(-c3cccs3)c2c(=O)n1-n1cccc1 | 10 | 3 | 2 | -1.1 | 8 | 4.1* | -1.8 | -0.6 | -16
Cc1cccc(-c2noc(CN(C(=O)c3c(-c4ccccc4Cl)noc3C)C(C)C)n2)c1 | 2 | 6 | 1 | -1.0 | 16 | -0.74 | -1.4 | -0.6 | 0
C=CCOC(=O)C1=C(C)Nc2ncnn2C1c1cc(Br)ccc1F (stereo not drawn) | 0 | 1 | 15 | -2.7 | 0 | 0.23 | 0.0 | 0.3 | -36
CN(c1ccccc1C(=O)NCc1ccco1)S(C)(=O)=O | 3 | -7 | -6 | 0.7 | -7 | -0.012 | -0.7 | 0.1 | -3
CCCCOc1ncnc2c1[nH]c1ccc(F)cc12 | 18 | -2 | 61* | -1.2 | 19 | -1.8 | -1.8 | 0.0 | 116*
COc1ccc(-c2csc(Cc3nnc4n3CCCCC4)n2)cc1 | 2 | 12 | 4 | -0.5 | 5 | 1.4 | -0.3 | 0.0 | 11
CCCCn1c(C)cc2cc(O)ccc21 | -5 | nt | nt | -3.2 | nt | nt | 0.8 | 0.7 | 4
O=C(O)CCc1ccc(-c2ccccc2)n1-c1cccc(O)c1 | 0 | 1 | -3 | 0.7 | 13 | 0.089 | 0.1 | 2.0 | 48
O=C(COC(=O)c1cccs1)NCc1ccccc1 | 3 | -1 | -2 | -1.4 | 16 | 0.043 | 0.0 | -0.2 | 19
CC(C)(C)c1csc(NC2=NS(=O)(=O)c3ccccc32)n1 | 4 | 5 | 3 | -1.3 | -50 | -0.45 | 0.3 | -1.0 | -15
CN1CCCC(OC(=O)CCCCC(=O)OC2CCCN(C)C2)C1 (stereo not drawn) | -1 | -2 | 4 | -2.7 | 21 | -0.81 | -0.6 | 0.7 | -12
Cc1nc2sc(C(c3ccc(Cl)cc3)N3CCN(c4ccccc4F)CC3)c(O)n2n1 (stereo not drawn) | -6 | 18 | -3 | 2.3 | 17 | 0.95 | -1.0 | 0.1 | 13
COC(=O)C(C)NC(=O)C(C)NC(=O)OCc1ccccc1 (stereo not drawn) | -2 | 26 | -1 | -6.0 | 6 | -0.4 | -1.1 | -0.1 | 0
CCOC(=O)c1ccc2ncc(C(=O)OCC)c(NCCCN3CCOCC3)c2c1 | 1 | 11 | 17 | 2.8 | 18 | 0.72 | -2.1 | 1.9 | -7

Screens (PubChem BioAssay)
